Assay outcomes from PubChem.
P. falciparum M17LAP: P. falciparum M17LAP inhibitors, primary screen, biochemical, fluorogenic H-Leu-NHMec substrate, 1536-well (AID 1619); Leucine aminopeptidase (Plasmodium falciparum (isolate 3D7)); recombinant M17LAP, H-Leu-NHMec fluorogenic kinetic assay; higher % means a stronger effect; inhibition, % at 30 µM, or IC50 in µM where a hit was titrated; 0.38% of 220,000 active;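 active means compound inhibiting the enzyme by more than half at any dose during confirmatory dose-response retesting; inconclusive means strong single-dose inhibitors picked by rank but not retested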;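 further: plate controls were full reaction with DMSO carrier for no effect and no enzyme background for full effect; strong numbers were not always called active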
human PMI inhibition: inhibitors of human PMI, primary screen, biochemical, fluorescence intensity, coupled assay (AID 1209); Mannose-6-phosphate isomerase (Homo sapiens); purified PMI enzyme, coupled fluorescence intensity; higher % means a stronger effect; inhibition, % at 20 µM; hits with a dose series show IC50 in µM; 0.42% of 190,000 active;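 further: plate controls were DMSO vehicle for no effect and wells lacking substrate for full effect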
AID2073: inhibitors of Mint1-CaV2.2 protein interaction, biochemical, HTRF (AID 2073). 0.19% of 290,000 active. inhibition, % at 20 µM; hits with a dose series show IC50 in µM. HTRF protein-protein interaction, Mint1-CaV2.2; higher % means a stronger effect. Voltage-dependent N-type calcium channel subunit alpha-1B (Homo sapiens); in the data active means inhibition mostly above about 51%, no sharp cut-off; inconclusive means no clear call, values can overlap the other calls; inactive means mostly below about 53%; further: some results filed as inactive read as strong as hits
Siah-1 displacement: Siah-1 peptide-binding antagonists, primary screen, biochemical, fluorescence polarization, rhodamine-plectin, uHTS (AID 1817). E3 ubiquitin-protein ligase SIAH1 (Homo sapiens). Siah-1 / rhodamine-plectin peptide fluorescence polarization; higher % means a stronger effect. displacement, % at 20 µM, or IC50 in µM where a hit was titrated. 0.02% of 290,000 active;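 active means displacement of at least 50% at 20 µM, with a fluorescence ratio check between 0.3 and a set limit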;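 further: plate controls were Siah plus tracer with DMSO for no effect and tracer alone without Siah for full effect; strong numbers were not always called active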
human PMI inhibitors: human PMI inhibitors, high substrate, primary screen, biochemical, fluorescence intensity, high mannose 6-phosphate (AID 1220); one-dose inhibition, % at 20 µM; IC50 in µM for titrated hits; Mannose-6-phosphate isomerase (Homo sapiens); 0.66% of 190,000 active; recombinant PMI enzyme, coupled fluorescence intensity; higher % means a stronger effect
XIAP displacement: XIAP antagonists, biochemical, IAP family, fluorescence polarization (AID 1018) | displacement, % at 20 µM, or IC50 in µM where a hit was titrated | XIAP BIR domain, fluorescence polarization peptide displacement; higher % means a stronger effect | 0.007% of 200,000 active; in the data active means displacement above about 50%; further: a part of the inactive calls stands beside numbers as strong as those of hits
Dynein transport: inhibitors of GR-EGFP nuclear translocation, primary screen, dynein cargo transport inhibitor project, imaging, high-content, 3617.4 mouse cells. z-score, hits read low. test concentration mostly 20 µM; stimulated with dexamethasone, 1 µM; hits give low values. 0.47% of 220,000 active;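 active means plate z-score of nuclear minus cytoplasmic receptor signal below a set negative limit, without overly bright fluorescence or cell loss, cut at about -3.5 in these data, passing the limit was not always enough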;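 further: z-score of nuclear minus cytoplasmic ring GR-EGFP intensity difference per well; some compounds called inactive have numbers as strong as hits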
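Buffer or medium – tet-free medium with charcoal-stripped serum · Signal – automated 10x imaging of fixed Hoechst-stained cells · Also added – dexamethasone agonist, 1.0 µM final, for 30 min · Incubation – induction 48 h, compound 1 h, agonist 30 min · Read-out – GR-EGFP nuclear translocation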
LYP inhibition: inhibitors of LYP phosphatase, biochemical, fluorescence intensity, uHTS (AID 1779) | Tyrosine-protein phosphatase non-receptor type 22 (Homo sapiens) | recombinant LYP phosphatase, fluorescence intensity; higher % means a stronger effect | inhibition, % at 11.5 µM, or IC50 in µM where a hit was titrated | 0.054% of 290,000 active;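 further: plate controls were vehicle with enzyme for no effect and no enzyme for full effect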
M1AAP inhibition: P. falciparum M1AAP inhibitors, biochemical, fluorogenic H-Leu-NHMec substrate, 1536-well (AID 1445) | Aminopeptidase N (Plasmodium falciparum (isolate 3D7)) | recombinant M1AAP, H-Leu-NHMec fluorogenic kinetic assay; higher % means a stronger effect | inhibition, % at 30 µM, or IC50 in µM where a hit was titrated | 0.42% of 220,000 active;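 active means primary inhibition above the hit cutoff, then over 50% inhibition at one or more dose response concentrations, cut at about 23% in these data, passing the limit was not always enough; inconclusive means conflicting primary data, or primary hits not chosen for dose response; inactive means low primary inhibition, or under 50% at every dose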;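 further: plate controls were DMSO full reaction for no effect and no enzyme background for full effect; strong numbers were not always called active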
Dynein transport cytoplasmic EGFP: also measured in Dynein transport; calls as there; z-score; measured here: cytoplasmic GR-EGFP intensity; hits give high values
Dynein transport nuclear GR-EGFP: recorded beside Dynein transport, whose call it bears; z-score; measured here: nuclear GR-EGFP intensity;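 lower value marks the stronger effect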
Dynein transport cell count: further read-out of Dynein transport, marked with its call; z-score; measured here: cell count per field
* hit, by the source's call; ? = inconclusive; . = no result given. Unless noted, no stated cut-off is given here; in the data, active means inhibition above about 50%; inactive means the rest.

SMILES | P. falciparum M17LAP | human PMI inhibition | AID2073 | Siah-1 displacement | human PMI inhibitors | XIAP displacement | Dynein transport | Dynein transport cytoplasmic EGFP | Dynein transport nuclear GR-EGFP | Dynein transport cell count | LYP inhibition | M1AAP inhibition
CC(=O)c1cc(C#N)c(SCC(=O)C(C)(C)C)nc1C | 1.2% | -11.4% | -1.1% | -0.9% | -9.5% | -1.5% | 0.695 | -0.097 | 1.24 | -0.42 | 2.5% | -0.1%
CCCCCCOC(=O)c1ccc(OC(=O)c2cccnc2)cc1 | -9.4% | 11.4% | -3.8% | 4.4% | 8.9% | 3.1% | -1.1 | -0.243 | -0.297 | 0.674 | -3.9% | 1.6%
CNc1ccccc1C(=O)OCC(=O)c1ccccc1 | -10.3% | -5.8% | 7.3% | 26.8% | -2.4% | -10.9% | -0.849 | -0.283 | -0.0128 | 1.13 | 0.7% | 2.5%
COc1ccc(C(=O)CN(Cc2ccccc2)C2=NCCS2)cc1 | -0.8% | 0.1% | -2.5% | 5.0% | -4.2% | -5.6% | -0.533 | -0.199 | -0.448 | 0.484 | -4.6% | 7.3%
COc1ccc(Nc2cc(C)nc(N3CCOCC3)n2)cc1 | 1.1% | 4.0% | -3.9% | -3.7% | 11.0% | -4.8% | -0.847 | -0.204 | -0.417 | 0.774 | 2.8% | -4.9%
COc1ccc(C(=O)N2CCN(c3nnnn3-c3ccccc3)CC2)cc1OC | 0.6% | 6.7% | 11.7% | 0.8% | -2.8% | -4.3% | 0.0874 | -0.226 | 0.301 | -0.347 | -3.3% | 0.1%
Cc1ccccc1Cn1cnc2c(NS(C)(=O)=O)c(C)c(C)cc21 | 3.0% | 19.0% | -3.2% | -1.7% | 14.9% | -3.1% | -0.202 | -0.235 | -0.391 | 0.245 | -6.9% | 6.5%
COc1cc(S(=O)(=O)NCc2ccccn2)c(OC)cc1Cl | -0.1% | 6.8% | 3.5% | 3.8% | 6.1% | -18.2% | 1.34 | -0.215 | 0.729 | -0.843 | -1.6% | -3.4%
Cc1ccc(S(=O)(=O)c2c(C)nn(C(C)(C)C)c2OC(=O)C(C)C)cc1 | -2.6% | 14.0% | -0.9% | -0.1% | 15.0% | -7.0% | -0.0221 | -0.295 | 0.288 | -0.623 | 0.0% | -1.4%
COc1cccc(C(=O)C2CCCN(Cc3cccc(-n4cccn4)c3)C2)c1 (stereo unspecified) | -5.0% | . | -5.8% | -2.4% | . | . | -0.424 | -0.223 | -0.315 | 0.174 | -4.8% | -1.2%
COc1cc(NC(=O)c2ccccc2-c2ccccc2)cc(OC)c1OC | -6.3% | -3.6% | 3.3% | 2.2% | -2.1% | -16.1% | -0.565 | -0.211 | 0.464 | 0.0401 | 0.1% | 1.5%
COc1cc(-c2nnc(CSc3nnc4nc(C)cc(C)n34)o2)cc(OC)c1OC | 14.7% | -4.5% | 9.1% | -4.0% | -10.7% | -3.9% | -0.218 | -0.33 | -0.0182 | 0.384 | -7.2% | -1.9%
COC(=O)C(C)Sc1nc2c(c(=O)[nH]c(=O)n2C)n1CCCc1ccccc1 (stereo unspecified) | -1.8% | 12.6% | -6.8% | -0.7% | 21.8% | -2.9% | 2.61 | -0.0224 | 1.25 | -1.38 | -2.2% | 3.2%
Cc1cc(NC(=O)COc2ccccc2C)no1 | 3.4% | -3.6% | 8.2% | 1.0% | -5.2% | -0.8% | -0.542 | -0.338 | -0.0583 | 0.486 | 1.1% | -3.4%
Cc1ccc(C)c(NC(=S)NCc2ccc3c(c2)OCO3)c1 | -13.0% | 5.1% | -4.2% | 2.8% | 6.2% | -5.2% | -0.342 | -0.205 | -0.44 | 0.552 | 6.3% | 2.4%
COC(=O)c1ccc(/C=N/NS(=O)(=O)c2cc(C)ccc2C)cc1 | 3.1% | -49.3% | -16.1% | 1.1% | -20.4% | -6.6% | -0.175 | -0.278 | 0.668 | 0.481 | -5.8% | 13.1%
CSc1ncc(CN2CCN(C3CCCC3)C(CCO)C2)cn1 (stereo unspecified) | -3.3% | -0.4% | 2.3% | -4.9% | -6.1% | -1.7% | -0.278 | -0.258 | -0.0817 | 0.272 | 2.9% | 2.4%
CCOC(=O)/C(=C/c1ccc(OC(=O)c2ccccc2)cc1)C(C)=O | -4.4% | 4.8% | -0.3% | -1.0% | 4.7% | -5.2% | -1.65 | -0.0816 | -0.896 | 0.231 | -0.9% | 20.2%
O=C(COc1ccc(C(=O)c2ccccc2)cc1)NC1CCCCCC1 | -8.6% | 0.8% | 0.5% | 4.3% | -0.2% | 0.1% | 1.94 | -0.0419 | 0.658 | -1.98 | -3.8% | -2.8%
N#Cc1ccc(CSC2=NCCN2)cc1 | 0.1% | -7.0% | ? | -0.5% | -1.2% | -6.1% | 0.586 | -0.152 | 0.25 | -1.65 | -1.6% | 1.5%
COC(=O)c1nnn(CC(=O)NC(=O)Nc2ccccc2F)c1C(=O)OC | 0.4% | -8.9% | 12.5% | 0.3% | -10.5% | -4.5% | -0.262 | -0.305 | 0.213 | -0.359 | -5.3% | 6.1%
O=C(CSCc1ccccc1Br)N/N=C/c1ccccc1C(=O)O | -3.4% | -2.3% | -1.8% | 6.9% | -2.7% | -3.6% | 1.45 | -0.163 | 0.886 | -0.574 | -3.2% | 1.5%
COc1ccc(-n2c(=O)cc(N3CCN(Cc4ccccc4)CC3)[nH]c2=O)cc1 | -3.6% | -4.0% | -7.9% | 2.1% | 8.2% | -4.7% | -0.973 | -0.296 | -0.53 | 0.844 | -6.8% | 4.7%
COc1ccccc1S(=O)(=O)Nc1ccc(-c2nnc3n2CCCCC3)cc1 | 0.2% | -6.0% | -3.9% | 3.4% | -2.6% | -4.1% | -0.0361 | -0.172 | -0.671 | -0.106 | -9.3% | 11.8%
Cn1ccnc1C1CCCCN1Cc1nc(Cc2cccc(C(F)(F)F)c2)no1 (stereo unspecified) | -0.1% | 12.6% | 9.6% | 1.2% | 9.5% | -8.9% | -0.00776 | -0.242 | -0.054 | 0.983 | -7.5% | -1.3%
COc1ccc(Cl)cc1NC(=O)CC(C)c1ccccc1 (stereo unspecified) | -7.7% | 4.8% | -5.0% | 0.9% | 2.6% | -4.1% | 1.65 | -0.188 | 0.827 | -0.689 | 1.7% | 0.2%
CC(=O)Nc1ccc(CN2CCCC(CO)(Cc3ccccc3C)C2)cc1 (stereo unspecified) | -0.8% | 8.2% | -9.7% | -4.7% | 8.9% | -8.2% | -0.093 | -0.0122 | 0.107 | 0.227 | -5.2% | 1.3%
COCCN1Cc2cccc(C(=O)NCCCN3CCCC3=O)c2C1=O | -3.3% | . | 4.9% | -9.1% | . | . | -0.737 | -0.279 | -0.0269 | 1.85 | -4.8% | -2.0%
O=C(NNS(=O)(=O)c1ccccc1[N+](=O)[O-])c1ccc(O)cc1 | 23.5% | -9.8% | -6.6% | -4.0% | -8.9% | -1.8% | -0.335 | -0.439 | -0.161 | 0.208 | -13.8% | 2.9%
Cc1ccccc1Nc1nc(N)nc(CN2CCN(C(=O)c3ccccc3)CC2)n1 | -1.8% | -9.2% | 13.1% | 1.2% | -3.0% | -5.2% | 0.397 | -0.348 | 1.03 | 0.358 | 2.0% | -1.4%
CC(/C=N/NC(=O)CNc1n[nH]c(=O)[nH]c1=O)c1ccccc1 (stereo unspecified) | -0.1% | . | 2.2% | 1.9% | . | . | 0.934 | -0.257 | 0.544 | -0.733 | 0.0% | 3.8%
O=C(O)c1ccccc1C(=O)Nc1ccc(Br)c(C(F)(F)F)c1 | 0.9% | . | 6.2% | 13.6% | . | . | 0.355 | -0.235 | -0.0339 | 0.578 | -3.2% | 2.1%
CCOC(=O)c1ccccc1NC(=O)CN(c1ccccc1C)S(C)(=O)=O | 3.8% | -7.8% | 0.5% | 1.6% | -4.4% | -3.3% | -1.33 | 0.384 | -0.48 | 0.416 | -10.8% | 9.9%
Cc1ccc(NC(=O)CSc2nnc(CNC(=O)c3cccs3)o2)cc1 | 3.5% | -15.9% | 1.6% | 5.8% | -3.7% | 0.1% | -0.778 | -0.295 | -0.444 | 1.17 | -5.5% | 2.2%
CC(NC(=O)C12CC3CC(CC(C3)C1)C2)c1ccc2c(c1)OCCO2 (stereo unspecified) | 2.5% | 2.3% | 6.6% | 0.0% | 0.4% | -3.7% | 0.0225 | -0.234 | 0.151 | 0.388 | -6.9% | 0.5%
CN1CCN(C2=CC(=O)OC23CCCCC3)CC1 | 2.0% | -10.8% | -3.0% | 2.9% | -16.1% | -3.4% | -0.749 | -0.156 | -0.0558 | 0.00626 | -5.4% | -1.1%
O=C(c1ccccc1)N1CCCN(c2nccc(C(F)(F)F)n2)CC1 | 9.3% | . | 8.7% | -4.4% | . | . | 0.323 | -0.211 | 0.0223 | -0.00566 | -7.4% | -0.8%
CCCCn1c(SCC(=O)N2CCCC2)nnc1-c1ccccc1 | 7.5% | 5.1% | -9.3% | 1.8% | 3.7% | 1.0% | 1.27 | -0.121 | 0.633 | -0.756 | -8.2% | 1.2%
COc1ccccc1N1CCN(C(=O)CSc2nnc3c4ccccc4nc(Cc4ccccc4)n23)CC1 | 10.4% | 10.7% | 26.4% | 2.6% | 2.2% | -0.5% | 1.36 | -0.0808 | 0.508 | -0.206 | -1.4% | 0.0%
Cc1cc(C)c(Nc2cc(S(=O)(=O)O)c(N)c3c2C(=O)c2ccccc2C3=O)c(C)c1 | -378.6% | 91.5%* | -63.3% | 78.7% | 37.3% | -2.6% | 0.725 | -0.134 | 0.433 | -0.605 | 12.1% | ?

2 entries from above in another layout.
P. falciparum M17LAP	human PMI inhibition	AID2073	Siah-1 displacement	human PMI inhibitors	XIAP displacement	Dynein transport	Dynein transport cytoplasmic EGFP	Dynein transport nuclear GR-EGFP	Dynein transport cell count	LYP inhibition	M1AAP inhibition	SMILES
-0.8%	8.2%	-9.7%	-4.7%	8.9%	-8.2%	-0.093	-0.0122	0.107	0.227	-5.2%	1.3%	CC(=O)Nc1ccc(CN2CCCC(CO)(Cc3ccccc3C)C2)cc1 (stereo unspecified)
-3.3%	.	4.9%	-9.1%	.	.	-0.737	-0.279	-0.0269	1.85	-4.8%	-2.0%	COCCN1Cc2cccc(C(=O)NCCCN3CCCC3=O)c2C1=O
